Screening data: PubChem BioAssay, Sanford-Burnham Center for Chemical Genomics
NOD2 inhibition = NOD2 signaling inhibitors, cell-based, luminescence, uHTS, HEK293 (AID 1566). HEK293 NOD2/NF-kB luciferase reporter, luminescence; higher % means a stronger effect. one-dose inhibition, % at 4 µM; EC50 in µM for titrated hits. 290,000 tested, 0.63% active; in the data active = inhibition above about 50%; note: many of its hits are not listed in these tables
Hep lipid drop = hepatic lipid droplet formation modulation; AML12 mouse hepatocytes, oleate lipid droplets, BODIPY imaging; inhibition, % at 6.5 µM; 240,000 tested, 0.4% active; AID 1656;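 active = lipid droplet intensity inhibited by at least 50%, with more than 500 cells counted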
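material = mouse AML12 hepatocyte cell line, fixed after treatment | also added = 100 µM oleic acid challenge | doses = compound at 6.5 µM only | schedule = overnight exposure | technique = Image-based BODIPY and DAPI two-channel analysis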
Hep lipid drop cells 6.5 µM = recorded beside Hep lipid drop, whose call it bears; cell count; measured here: cell count, cytotoxicity flag;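 cells counted across two imaged fields per well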
* = called active by the depositor. Not all compounds are listed, so the mix of outcomes need not match the whole.

SMILES	NOD2 inhibition	Hep lipid drop	Hep lipid drop cells 6.5 µM
COc1ccccc1NC(=O)NCC1CC1(Cl)Cl (configuration not stated)	-13%	-32	714
S=c1[nH]nc(C2CCCCC2)n1/N=C/c1ccc(Cl)cc1	-11%	-5	818
COc1ccc(NC(=O)c2nnn(CC(=O)Nc3ccc4c(c3)OCO4)c2N)c(OC)c1	-11%	7	738
O=S(=O)(NCCc1ccccc1)c1ccc(F)cc1	0%	-6	757
COc1ccccc1NC(=O)Nc1ccnn1C1CCN(C(=O)c2cccnc2)CC1	8%	12	754
Cc1c(C(=O)N(CCc2ccccc2)Cc2ccccc2)cccc1[N+](=O)[O-]	-28%	-11	818
CC(=O)Nc1ccc(SCC(=O)c2cc(C)ccc2C)cc1	13%	0	768
Cc1cc(OCC(=O)NC2CCN(Cc3ccccc3)CC2)c2c(C)c(C)c(=O)oc2c1	-4%	-6	638
COc1cc(C(=O)Nc2cccc(NC(=O)c3ccccc3)c2)cc(OC)c1OC	27%	5	872
CC(C)(C)c1cc(/C=C2\NC(=O)NC2=O)cc(C(C)(C)C)c1O	7%	0	816
CCN(CC)CCCN(C(=O)c1ccc(F)cc1)c1nc(-c2ccc(OC)cc2)cs1	-1%	-14	792
Cc1ccc(-c2nc(-c3ccncc3)no2)c(Cl)c1	-146%	8	801
CCOC(=O)C1CCCN(CCc2ccccc2)C1 (configuration not stated)	7%	-1	780
Cc1ccc(CCNC(=O)CCCn2nc(C)c3c(C)n(-c4ccc(C)cc4)nc3c2=O)cc1	24%	13	699
O=C(NC1CC2CCC(C1)N2Cc1ccccc1)c1cccc(F)c1 (configuration not stated)	-4%	-1	863
COc1ccc(/C=N\NC(=O)c2ccc(F)cc2)cc1COc1cc(F)ccc1[N+](=O)[O-]	19%	-6	879
CC1CCCC(C)N1C(=O)COC(=O)Cc1ccc(Cl)cc1 (configuration not stated)	-25%	-2	846
CCN(CC)CCCNC(=O)CCc1c(C)n(CC)c2cc(-c3ccccc3OC)nn2c1=O	-6%	8	409
COc1cccc(-c2coc3cc4oc(=O)c(CC(=O)O)c(C)c4cc23)c1	3%	-2	855
Cc1ccc(-n2ncc3c2CCCC3NC(=O)CCc2cnccn2)cc1C (configuration not stated)	2%	1	857
COc1ccccc1N1CCN(CC(O)c2ccccc2)CC1 (configuration not stated)	-14%	-10	815
CCCC(C(=O)NC1CCCC1)N(C(=O)Cn1nnc(-c2ccc(C)o2)n1)c1ccccc1F (configuration not stated)	15%	-3	730
CCc1ccc2[nH]c3nc(SCC(=O)NCC4CCCO4)nnc3c2c1 (configuration not stated)	15%	8	775
O=C(C1CCCN(C2CC(=O)N(c3ccc(F)cc3)C2=O)C1)N1CCCC1 (configuration not stated)	-1%	-7	658
C=C(C)C1CC=C(C)/C(=N/NC(=O)CCC(=O)Nc2ccccc2Cl)C1 (configuration not stated)	22%	-23	836
Cc1cc(C)c(S(=O)(=O)Nc2cccc(S(=O)(=O)N3CCOCC3)c2)c(C)c1	5%	-9	869
COC(=O)C1=C(CS(=O)(=O)c2ccc(OC)c(OC)c2)NC(=O)NC1c1ccc(O)c(OC)c1 (configuration not stated)	5%	8	686
CC(C)=C(NC(=O)c1ccccc1)C(=O)NC(Cc1ccccc1)C(=O)O (configuration not stated)	3%	27	811
COc1ccc(OCC(=O)NC2CCCc3ccccc32)cc1 (configuration not stated)	6%	-27	805
CCCc1cc(C(=O)N2CCN(c3ccc(C(F)(F)F)cn3)CC2)sc1C	35%	-24	866

Compounds listed so far with a furan ring, fused or not:
SMILES	NOD2 inhibition	Hep lipid drop	Hep lipid drop cells 6.5 µM
COc1cccc(-c2coc3cc4oc(=O)c(CC(=O)O)c(C)c4cc23)c1	3%	-2	855
CCCC(C(=O)NC1CCCC1)N(C(=O)Cn1nnc(-c2ccc(C)o2)n1)c1ccccc1F (configuration not stated)	15%	-3	730

Further records.
SMILES	NOD2 inhibition	Hep lipid drop	Hep lipid drop cells 6.5 µM
CC1CCCCN1C(=O)CSc1nnc(-c2ccccc2O)o1 (configuration not stated)	-54%	16	720
O=C(Nc1ccc(C(=O)N2CCCC2)cc1)c1cccc(C(F)(F)F)c1	14%	-1	612
CSc1nc2sc3c(c2c(=S)[nH]1)CC(C)(C)OC3	16%	1	826
COCCN(CC1CCCN(C2Cc3ccccc3C2)C1)C(=O)c1cccc(C)c1 (configuration not stated)	10%	-2	701
CCOC(=O)N1CCN(C(=O)c2cccc(N3C(=O)NC4CC3(C)Oc3ccc(Cl)cc34)c2)CC1 (configuration not stated)	-3%	-9	659
CC(C)NC(=O)c1cc2c(=O)n3ccccc3nc2s1	7%	18	778
O=S(=O)(Nc1ccc(S(=O)(=O)Nc2ncccn2)cc1)c1ccccc1	2%	9	850
Cc1cnc(CNC(=O)CC2C(=O)NCCN2Cc2cccc(F)c2F)cn1 (configuration not stated)	21%	-33	711
NS(=O)(=O)c1ccc(NC(=O)Nc2cccc3ccccc23)cc1	3%	-26	644
Cc1ccc2c(c1)N(C(=O)CCC(=O)NCc1ccccn1)CC(C)O2 (configuration not stated)	6%	-1	824
Cc1cc(C)nc(NS(=O)(=O)c2ccc(NC(=O)C(C)C)cc2)n1	3%	-5	812
CCN1CCc2c(sc(NC(=O)C3COc4ccccc4O3)c2C(N)=O)C1 (configuration not stated)	12%	5	853
COc1cccc(C2/C(=C(\O)c3ccc4c(c3)OCCO4)C(=O)C(=O)N2CCCn2ccnc2)c1 (configuration not stated)	8%	-1	771
Cc1cccc(N(CC(O)CN2CCCC2)S(=O)(=O)c2ccccc2)c1 (configuration not stated)	-2%	14	841
COc1cccc(NC(=O)c2ccc3c(c2)OCO3)c1	-59%	-14	819
CCOC(=O)C1CCCN(C(=O)C2CCN(S(=O)(=O)c3ccc4ccccc4c3)CC2)C1 (configuration not stated)	7%	-4	788
Cc1ccc(NC(=O)C2CCN(C(=O)NCc3ccccc3)CC2)cc1C	-1%	-20	744
COc1ccc(S(=O)(=O)N2CCCC(C(=O)N3CCOCC3)C2)cc1Cl (configuration not stated)	2%	12	855
CCC(=O)N1CCCC(C(=O)c2ccc(-c3ccccc3)cc2)C1 (configuration not stated)	27%	-1	810
O=C(Nc1cccc(F)c1)C1CCCN1C(=O)OCc1ccccc1 (configuration not stated)	2%	2	747
Cc1ccc(CNS(=O)(=O)c2cn(C)c(=O)n(C)c2=O)cc1	9%	-9	692
CCc1ccc(-c2cc3c(=O)n(CC(=O)NCc4ccccc4F)ncn3n2)cc1	-2%	-20	628
Cc1ccccc1N1CCN(C2CCCN(C(=O)c3ccsc3)C2)CC1 (configuration not stated)	-8%	-6	704
COC(=O)CC1C(=O)NCCN1C(=O)c1ccc2oc(C(C)C)nc2c1 (configuration not stated)	6%	1	717
CC(C)C(=O)Nc1nnc(SCC(=O)NC2CCCC2)s1	-13%	0	688
CC(C)CNC(=O)C(=O)NCC1OCCCN1S(=O)(=O)c1ccc2c(c1)OCCO2 (configuration not stated)	1%	9	807
COc1cc(C=O)ccc1OC(=O)c1cccnc1	5%	-4	828
C=CCOc1ccc(C2NC(=O)c3ccccc3O2)cc1 (configuration not stated)	-3%	-12	802
CC(OC(=O)c1cccc(Cl)c1)C(=O)NC1CCCCC1C (configuration not stated)	6%	12	681
COc1ccc(COC(=O)C2=C(C)NC(=O)NC2c2ccccc2OC(C)C)cc1 (configuration not stated)	6%	-3	802
O=C(CCn1cnnn1)N1CCCC(Nc2ccc(F)c(F)c2)C1 (configuration not stated)	-19%	-1	642
CC(C)Cc1nnc(NC(=O)CCS(=O)(=O)c2ccc(Cl)cc2)s1	21%	-4	846
Cc1cc(C)c(OCC(=O)OCC(=O)NC2CCCCCCC2)c(C)c1	17%	7	728
Cn1c(C(=O)N2CCN(c3ccccc3)CC2)cc2cc(Cl)ccc21	4%	-1	792
CSCC[C@H](NC(=O)[C@@H]1Cc2ccccc2CN1)C(=O)Nc1ccc2c(c1)OCO2	-16%	3	724
Cc1c(Cl)cccc1NC(=O)Cn1cnc(S(=O)(=O)N2CCCC2)c1	16%	-5	722
Cc1ccc(C(=O)N/C(=C\c2cn(C)c3ccccc23)C(=O)N2CCN(C)CC2)cc1	10%	-2	646
Cc1cccc(CN2CCC(C(=O)Nc3cccc(-c4cscn4)c3)CC2)n1	18%	-1	713
O=C1CN(S(=O)(=O)c2cccc(Cl)c2Cl)c2ccccc2N1	15%	2	797
COc1ccc(Cn2c(C)nc3ccc([N+](=O)[O-])cc3c2=O)cc1	-33%	-15	751
O=C(NC1CCCc2c1cnn2-c1cc(F)cc(F)c1)c1ccc[n+]([O-])c1 (configuration not stated)	8%	13	672
COc1ccc(N(CC(=O)N2CCOCC2)S(C)(=O)=O)c(OC)c1	-3%	12	862
CCN1CCN(C2=C(NS(=O)(=O)c3ccc(C)cc3)C(=O)c3ccccc3C2=O)CC1	38%	-15	574
COCCCn1c(C23CC4CC(CC(C4)C2)C3)n[nH]c1=S	10%	-1	798
COc1cccc2cc(C(=O)OCc3ccccc3)c(=O)oc12	11%	-4	765
Cc1nc2ccccn2c1CN(C)C(=O)C1CCC(=O)N(CCc2cccc(F)c2)C1 (configuration not stated)	9%	3	757
CCc1cc(CNC(=O)CC2C(=O)NCCN2Cc2ccc(-c3ccccc3)cc2)on1 (configuration not stated)	10%	11	720
CCCc1nnc(SCC(=O)Nc2cccc(Cl)c2Cl)o1	-13%	-1	826
O=C(CCCn1c(=S)[nH]c2cc3c(cc2c1=O)OCO3)NCc1ccccc1Cl	19%	-5	699
Cc1nn(C)cc1S(=O)(=O)NCc1ccc2c(c1)OCO2	-8%	10	731
COc1ccc(CNC(=O)C(CC(C)C)NC(=O)c2ccccc2C)cc1 (configuration not stated)	-10%	3	757
COc1cc(OC)cc(C(=O)Nc2ccc(S(=O)(=O)N3CCOCC3)cc2)c1	12%	-7	776
CC(C)CN(CC(C)C)C(=O)c1cc2c(=O)n3ccccc3nc2s1	31%	2	837
O=C(CSc1nnc(-c2ccncc2)s1)Nc1ccccc1	-12%	8	727

Part of the list above, set out differently:
Compound | NOD2 inhibition | Hep lipid drop | Hep lipid drop cells 6.5 µM
COc1cc(C=O)ccc1OC(=O)c1cccnc1 | 5% | -4 | 828
C=CCOc1ccc(C2NC(=O)c3ccccc3O2)cc1 (configuration not stated) | -3% | -12 | 802
CC(OC(=O)c1cccc(Cl)c1)C(=O)NC1CCCCC1C (configuration not stated) | 6% | 12 | 681
COc1ccc(COC(=O)C2=C(C)NC(=O)NC2c2ccccc2OC(C)C)cc1 (configuration not stated) | 6% | -3 | 802
O=C(CCn1cnnn1)N1CCCC(Nc2ccc(F)c(F)c2)C1 (configuration not stated) | -19% | -1 | 642
CC(C)Cc1nnc(NC(=O)CCS(=O)(=O)c2ccc(Cl)cc2)s1 | 21% | -4 | 846
Cc1cc(C)c(OCC(=O)OCC(=O)NC2CCCCCCC2)c(C)c1 | 17% | 7 | 728
Cn1c(C(=O)N2CCN(c3ccccc3)CC2)cc2cc(Cl)ccc21 | 4% | -1 | 792
CSCC[C@H](NC(=O)[C@@H]1Cc2ccccc2CN1)C(=O)Nc1ccc2c(c1)OCO2 | -16% | 3 | 724
Cc1c(Cl)cccc1NC(=O)Cn1cnc(S(=O)(=O)N2CCCC2)c1 | 16% | -5 | 722
Cc1ccc(C(=O)N/C(=C\c2cn(C)c3ccccc23)C(=O)N2CCN(C)CC2)cc1 | 10% | -2 | 646
Cc1cccc(CN2CCC(C(=O)Nc3cccc(-c4cscn4)c3)CC2)n1 | 18% | -1 | 713
O=C1CN(S(=O)(=O)c2cccc(Cl)c2Cl)c2ccccc2N1 | 15% | 2 | 797
COc1ccc(Cn2c(C)nc3ccc([N+](=O)[O-])cc3c2=O)cc1 | -33% | -15 | 751
O=C(NC1CCCc2c1cnn2-c1cc(F)cc(F)c1)c1ccc[n+]([O-])c1 (configuration not stated) | 8% | 13 | 672
COc1ccc(N(CC(=O)N2CCOCC2)S(C)(=O)=O)c(OC)c1 | -3% | 12 | 862
CCN1CCN(C2=C(NS(=O)(=O)c3ccc(C)cc3)C(=O)c3ccccc3C2=O)CC1 | 38% | -15 | 574
COCCCn1c(C23CC4CC(CC(C4)C2)C3)n[nH]c1=S | 10% | -1 | 798
COc1cccc2cc(C(=O)OCc3ccccc3)c(=O)oc12 | 11% | -4 | 765
Cc1nc2ccccn2c1CN(C)C(=O)C1CCC(=O)N(CCc2cccc(F)c2)C1 (configuration not stated) | 9% | 3 | 757
CCc1cc(CNC(=O)CC2C(=O)NCCN2Cc2ccc(-c3ccccc3)cc2)on1 (configuration not stated) | 10% | 11 | 720
CCCc1nnc(SCC(=O)Nc2cccc(Cl)c2Cl)o1 | -13% | -1 | 826
O=C(CCCn1c(=S)[nH]c2cc3c(cc2c1=O)OCO3)NCc1ccccc1Cl | 19% | -5 | 699
Cc1nn(C)cc1S(=O)(=O)NCc1ccc2c(c1)OCO2 | -8% | 10 | 731
COc1ccc(CNC(=O)C(CC(C)C)NC(=O)c2ccccc2C)cc1 (configuration not stated) | -10% | 3 | 757
COc1cc(OC)cc(C(=O)Nc2ccc(S(=O)(=O)N3CCOCC3)cc2)c1 | 12% | -7 | 776
